RGS12 GoLoco inh: blocks human Gai1 binding to RGS12 GoLoco peptide, red readout. Gai1:RGS12 GoLoco peptide FP, rhodamine, 10 min. Potency, µM (titrated, usually from 61.6 µM), inactives show top-dose activity, negative = inhibition, usual class: inhibitors. 0.44% of 230,000 active. AID 880; active means well fitted inhibition curve with a large enough effect, not every such curve was filed as active; inactive means no such curve, though single readings can be large or run the other way; further: nearly all actives have a fitted effect of over 30% in size; many of its hits are not listed in these tables
TRb SRC2 PPI: inhibitors of human thyroid hormone receptor beta-SRC2 interaction. AID 1469. Potency, µM (titrated, usually from 106 µM), for inactives: top-dose activity change, negative = inhibition, usual class: inhibitors. TRbeta-SRC2 peptide binding, fluorescence polarization; receptor liganded with 1 µM T3. 0.065% of 280,000 active;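 further: plate controls were bound peptide for no effect and peptide without receptor for full effect; nearly all actives have a fitted effect of over 50% in size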
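Human TRb ligand-binding domain (0.6 uM) is mixed with 20 nM Texas Red SRC2 peptide and 1 uM T3; after compound addition and 5 hr at ambient temperature, polarization is measured and normalized to unbound and bound controls.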
L3MBTL1 inh: blocks human L3MBTL1 | 0.66% of 230,000 active | Potency, µM (series often up to 57.1 µM), for the others: at the highest dose activity, negative = inhibition, hits mostly inhibitors | Q9Y468 | AlphaScreen L3MBTL1–H3K9me1 peptide binding; further: nearly all actives have a fitted effect of over 60% in size
Target sequence (Q9Y468 whole entry, looked up): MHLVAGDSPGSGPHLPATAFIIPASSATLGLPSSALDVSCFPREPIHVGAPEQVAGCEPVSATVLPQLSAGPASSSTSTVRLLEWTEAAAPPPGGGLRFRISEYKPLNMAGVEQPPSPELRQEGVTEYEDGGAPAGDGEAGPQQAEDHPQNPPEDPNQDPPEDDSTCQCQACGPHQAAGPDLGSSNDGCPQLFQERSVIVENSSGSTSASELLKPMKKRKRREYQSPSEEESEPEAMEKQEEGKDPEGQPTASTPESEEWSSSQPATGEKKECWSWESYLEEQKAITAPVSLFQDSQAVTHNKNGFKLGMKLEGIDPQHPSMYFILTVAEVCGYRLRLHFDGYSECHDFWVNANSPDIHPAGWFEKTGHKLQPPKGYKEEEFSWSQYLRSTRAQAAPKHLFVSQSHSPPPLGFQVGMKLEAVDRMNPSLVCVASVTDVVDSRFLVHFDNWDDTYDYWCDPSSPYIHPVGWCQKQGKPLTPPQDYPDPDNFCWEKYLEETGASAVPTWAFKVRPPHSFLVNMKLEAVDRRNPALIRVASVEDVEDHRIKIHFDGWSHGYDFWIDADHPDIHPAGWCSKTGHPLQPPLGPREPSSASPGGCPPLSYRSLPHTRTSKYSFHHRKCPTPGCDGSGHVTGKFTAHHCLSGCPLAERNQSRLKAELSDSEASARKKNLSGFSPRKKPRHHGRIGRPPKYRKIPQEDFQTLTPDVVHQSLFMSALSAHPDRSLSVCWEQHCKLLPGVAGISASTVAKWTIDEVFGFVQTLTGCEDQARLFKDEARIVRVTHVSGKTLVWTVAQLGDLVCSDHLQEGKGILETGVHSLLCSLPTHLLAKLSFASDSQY
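Read-out is AlphaScreen signal from streptavidin donor and nickel chelate acceptor beads (10 ug/mL final each) bridging L3MBTL1 (50 nM) and biotinylated K9-monomethylated H3(1-15) peptide (75 nM), after 30 min compound exposure at room temperature.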
TR SRC2 fluor cs: Texas Red fluorescence interference in TRb-SRC2 counter-screen; 0.29% of 280,000 active; AID 1479; TRb/SRC2 Texas Red total fluorescence interference; Potency, µM (titrated, usually from 106 µM), inactives show at the top dose fluorescence change, negative = quenching; active means well fitted curve in either direction with a large enough effect; inconclusive means small, poorly fitted or top-dose-only effect
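Human TRb ligand-binding domain at 0.6 uM with 20 nM Texas Red SRC2 peptide in Tris buffer containing 1 uM T3 and 5% DMSO, incubated with compound 5 h at ambient temperature. Total fluorescence (555/632 nm) calculated as parallel + 2 × perpendicular.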
GAA glycogen mod: alters human alpha-glucosidase cleavage of glycogen; recombinant GAA, glycogen substrate, Amplex Red glucose oxidase fluorescence; Potency, µM (doses to about 76.4 µM), for the others: top-dose activity change, negative = inhibition, hits mostly inhibitors; P10253; 0.38% of 300,000 active;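 further: 0% = full enzyme reaction and -100% = no-enzyme basal signal; the screen sought inhibitors and activators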
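Recombinant enzyme (4 nM final) with compounds titrated up to 77 uM and bovine liver glycogen (30 ug) in citrate pH 5.0, 0.01% Tween-20, 37 C 40 min. Released glucose detected by Amplex Red/glucose oxidase (Ex 573/Em 610); AC50 from Hill fits.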
GAA inh: alpha-glucosidase (human) inhibition | purified human GAA, 4-MU-alpha-glucoside fluorescence | Potency, µM (top dose mostly 76.9 µM), for the others: top-dose activity change, negative = inhibition, actives largely listed as inhibitors | 0.005% of 200,000 active;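 further: plate controls were uninhibited enzyme wells for no effect and no-enzyme background for full effect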
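qHTS format, compound range up to 77 uM. Human lysosomal enzyme at 4 nM, 400 uM 4-MU glucoside substrate, pH 5.0, 20 min room temperature; fluorescence after alkaline stop gives activity normalized to controls.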
RECQ1 helicase: blocks DNA unwinding by human RECQ1; P46063; RECQ1 DNA unwinding, red fluorescence kinetic read; Potency, µM (doses to about 57.3 µM), for the others: at the top dose activity, negative = inhibition, hits mostly inhibitors; 0.54% of 240,000 active; AID 2549;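 further: plate controls were vehicle for no effect and no enzyme for full effect; nearly all actives have a fitted effect of over 30% in size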
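50 nM RECQ1T1 preincubated 15 min with compound in Tris pH 8.0 buffer with MgCl2, DTT, Tween-20 and 2.5 ug/ml poly(dI-dC); started with 200 nM TAMRA/BHQ-2 forked duplex and 2 mM ATP. Unwinding read as fluorescence (525/598 nm), two reads 2 h apart.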
aGlu spleen mod: lysosomal alpha-glucosidase (human) modulation; P10253; human spleen homogenate, 4-MU-alpha-glucoside fluorescence; Potency, µM (doses to about 79.9 µM), for inactives: top-dose activity change, negative = inhibition, actives largely listed as inhibitors; 0.006% of 240,000 active;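 further: 0% = enzyme with vehicle and -100% = no enzyme basal signal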
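Enzyme source: human spleen homogenate, 1 ug/well. Buffer 50 mM citric acid/K phosphate pH 5.0, 0.01% Tween-20. 4-MU-alpha-glucoside 1 mM; 37 C x 40 min; NaOH/glycine stop; fluorescence.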
* = called active by the depositor; i = inactive; ? = inconclusive; . = no result given; & = joins results of further samples; [ ] = another dose, or the depositor's remark. Unless noted, the call rests on the fitted dose curve; in most records, active means well fitted curve in the direction sought with a large enough effect; inconclusive means small, poorly fitted or top-dose-only effect, or another doubt; inactive means no such curve, though single readings can be large; an effect the other way counts as inactive or inconclusive. Unless noted, on the % scale 0 is the no-effect control and ±100 the full control effect; potency means the concentration at half of the fitted maximal effect. Only part of the results is shown; count on the stated rates, not on these rows.

No.	structure	RGS12 GoLoco inh	TRb SRC2 PPI	L3MBTL1 inh	TR SRC2 fluor cs
1	COC(=O)c1ccc(CSc2nnc(-c3c[nH]c4ccccc34)n2C)o1	-6%	-4%	.	-2%
2	CN(CC(=O)Nc1nc2ccccc2s1)S(=O)(=O)c1ccccc1	-2%	-2%	4%	-1%
3	O=C(COC(=O)c1ccc2c(c1)C(=O)N(c1cccc3ncccc13)C2=O)c1ccc(Cl)cc1	8%	8%	12%	0%
4	O=c1c2[nH]c3ccccc3c2ncn1Cc1ccco1	1%	-2%	1%	0%
5	COc1ccccc1OCC(=O)Nc1cccc(-c2nc3ccccc3o2)c1	4%	2%	.	-2%
6	CCC1=C/C(=C/N(C)c2ccccc2)C(=O)S1	18%	-6%	.	0%
7	CCOC(=O)c1nn(-c2sc(C(=O)OC)c(C)c2C(=O)OC)cc1O	9%	-27%	3%	0%
8	O=C(COC(=O)CNS(=O)(=O)c1c(Cl)cccc1Cl)Nc1ccccc1Sc1ccccc1	-4%	-1%[53 µM]	8%	-1%[53 µM]
9	O=C(Cc1cccs1)N(c1ccc(Cl)cc1)C1C=CS(=O)(=O)C1 (stereo unspecified)	0%	.	10%	.
10	COC(=O)Nc1ccc(S(=O)(=O)Nc2ccc(C(=O)O)cc2)cc1	9%	-2%	1%	-1%

No.	GAA glycogen mod	GAA inh	RECQ1 helicase	aGlu spleen mod
1	5%	0%	-1%	-5%
2	2%	-16%	0%	2%
3	6%	-3%	-5%	-3%
4	14%	6%	i	1%
5	0%	-13%	-3%	-2%
6	14%	0%	-12%	-7%
7	8%	-6%	-14%	-22%
8	-5%	?	-14%	5%
9	10%	-7%	-22%	2%
10	-17%	3%	i	5%

A portion from further up:
No.	structure	RGS12 GoLoco inh	TRb SRC2 PPI	L3MBTL1 inh	TR SRC2 fluor cs
5	COc1ccccc1OCC(=O)Nc1cccc(-c2nc3ccccc3o2)c1	4%	2%	.	-2%
6	CCC1=C/C(=C/N(C)c2ccccc2)C(=O)S1	18%	-6%	.	0%
7	CCOC(=O)c1nn(-c2sc(C(=O)OC)c(C)c2C(=O)OC)cc1O	9%	-27%	3%	0%
8	O=C(COC(=O)CNS(=O)(=O)c1c(Cl)cccc1Cl)Nc1ccccc1Sc1ccccc1	-4%	-1%[53 µM]	8%	-1%[53 µM]
9	O=C(Cc1cccs1)N(c1ccc(Cl)cc1)C1C=CS(=O)(=O)C1 (stereo unspecified)	0%	.	10%	.
10	COC(=O)Nc1ccc(S(=O)(=O)Nc2ccc(C(=O)O)cc2)cc1	9%	-2%	1%	-1%

No.	GAA glycogen mod	GAA inh	RECQ1 helicase	aGlu spleen mod
5	0%	-13%	-3%	-2%
6	14%	0%	-12%	-7%
7	8%	-6%	-14%	-22%
8	-5%	?	-14%	5%
9	10%	-7%	-22%	2%
10	-17%	3%	i	5%

Later entries:
No.	structure	RGS12 GoLoco inh	TRb SRC2 PPI	L3MBTL1 inh	TR SRC2 fluor cs
11	Cc1ccc(N2CCN(S(=O)(=O)N(C)C)CC2)c(C)c1	-4%	-6%	1%	-5%
12	Cc1ccccc1NC(=O)CN1CCC(NC(=O)Nc2ccccc2)CC1	10%	-3%	11%	1%
13	N#Cc1ccsc1NC(=O)CN(Cc1ccccc1)Cc1ccccc1	1%	7%	19%	-12%
14	CNC1(C)C2CCC(C2)C1(C)C (stereo unspecified)	10%&2%	3%&6%	.	5%&-2%
15	CCN(CC)C(=O)CSc1nnc(-c2ccccn2)n1-c1ccc(C)c(C)c1	6%	-4%	-8%	2%
16	O=C(Nc1cccnc1)c1ccc(COc2ccccc2Br)o1	3%	6%	10%[11.4 µM]	-3%
17	O=C1COc2ccc(C(=O)COC(=O)C3CCN(S(=O)(=O)c4cccs4)CC3)cc2N1	.	-2%	5%	-6%
18	Cc1cc(C)cc(NC(=S)N2CCC(NC(=O)c3ccccc3C)CC2)c1	17%	0%	-7%	-1%
19	O=c1[nH]c(Cc2ccccc2)nc2ccccc12	8%	1%	10%	2%
20	CC1=C(c2ccc(Cl)cc2)[N+](=O)C(C)(C)N1[O-]	-20%	-2%	2%	-8%

No.	GAA glycogen mod	GAA inh	RECQ1 helicase	aGlu spleen mod
11	-18%	3%	i	-10%
12	-3%	-5%	-8%	-5%
13	-12%	-8%	-11%	-12%
14	.	.	16%	9%&1%
15	5%	-1%	i	1%
16	-2%	-5%	-9%	-5%
17	-3%	-3%	-4%	-9%
18	-11%	11%	i	0%
19	4%	7%	i	0%
20	0%	0%	-4%	1%

2 of the compounds above, bar-delimited.
nr | SMILES | RGS12 GoLoco inh | TRb SRC2 PPI | L3MBTL1 inh | TR SRC2 fluor cs | GAA glycogen mod | GAA inh | RECQ1 helicase | aGlu spleen mod
4 | O=c1c2[nH]c3ccccc3c2ncn1Cc1ccco1 | 1% | -2% | 1% | 0% | 14% | 6% | i | 1%
9 | O=C(Cc1cccs1)N(c1ccc(Cl)cc1)C1C=CS(=O)(=O)C1 (stereo unspecified) | 0% | . | 10% | . | 10% | -7% | -22% | 2%

Further compounds
No.	structure	RGS12 GoLoco inh	TRb SRC2 PPI	L3MBTL1 inh	TR SRC2 fluor cs
21	Clc1ccc(OCc2nn3c(-c4ccncc4)nnc3s2)cc1	7%	-2%	-2%	-2%
22	NNC(=O)CNC(=O)c1ccccc1F	3%	-5%	-1%	1%
23	CC(C)CSc1nc2ccccc2[nH]1	-4%	3%	.	1%
24	Cc1cc(N(C)C)ccc1[N+](=O)[O-]	-10%	4%	-12%	-4%

No.	GAA glycogen mod	GAA inh	RECQ1 helicase	aGlu spleen mod
21	8%	-1%	-11%	-2%
22	1%	-2%	-15%	-2%
23	9%	-5%	-2%	7%
24	-4%	-11%	-17%	1%

Compound activity as filed in PubChem BioAssay.
